HSF1 inhib: HSF1 inhibitors in luciferase reporter cells, primary screen, cell-based, NIH3T3, luminescence | NIH3T3-HGL HSE-luciferase, MG132-induced, luminescence 8 h; active compounds read low | activity change, negative = inhibition, % at 7.5 µM (by protocol) | actives 0.77% (n = 300,000);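 active = more than half of replicate wells show activity change below -50%, luminescence cut by over half; inconclusive = some wells, but at most half, below -50%; inactive = no replicate well below -50%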;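 also: luciferase reports HSF-1 transcriptional activity via heat shock element; 0% = median of DMSO wells and -100% = zero luminescence signal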
KLF5 inh: KLF5 expression inhibitors, primary screen, DLD-1 cells, luminescence. DLD-1 KLF5 promoter-luciferase reporter. inhibition, % at 5 µM. actives 0.23% (n = 290,000);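 active = inhibition above a per-plate limit of that plate's mean compound inhibition plus 3 SD, cut at about 60% in these data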;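 also: 0% = DMSO wells and 100% = LY294002 at 200 µM; higher means less KLF5 promoter-driven luciferase light; inactives centre near -14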
HSP90 refold inh: HSP90 inhibitors, primary screen, cell lysate, luminescence. Heat shock protein HSP 90 (rabbit reticulocyte lysate; luciferase refolding). Rabbit reticulocyte lysate, luciferase refolding luminescence, 3 h. inhibition, % at 5.6 µM. actives 0.91% (n = 290,000). AID 1789, 2009;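 active = inhibition above the screen-wide mean plus 3 SD, computed separately per campaign, cut at about 16% in these data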;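 also: 0% = DMSO wells and 100% = 60 µM geldanamycin wells; inhibitors lower the luminescence because luciferase stays unfolded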
IEC-6 tox: cytotoxicity in IEC-6 intestinal epithelial cells, primary screen, cytotoxicity control for KLF5 inhibitor project, cell-based, luminescence. inhibition, % at 5 µM. IEC-6 cytotoxicity, luminescence viability. AID 1825, 2009. actives 0.78% (n = 290,000); in the data active = inhibition above about 22%;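 also: 0% = plate median of test compound wells and 100% = cytotoxic reference compound wells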
GSK3A inh: blockers of GSK3A enzyme activity – biochemical, luminescence, cell-free homogeneous, HTS, primary screen | Glycogen synthase kinase-3 alpha (Homo sapiens), P49840 | GSK-3 alpha kinase, ADP-Glo luminescence, 60 min | inhibition, % at 10 µM | actives 0.1% (n = 320,000) | AID 2650, 2010;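 in the data active = inhibition above about 50%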;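 also: GST-tagged GSK-3 alpha with peptide substrate and 25 µM ATP; 0% = DMSO neutral wells and 100% = GW8510 positive control wells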
Target sequence (P49840 whole entry, looked up): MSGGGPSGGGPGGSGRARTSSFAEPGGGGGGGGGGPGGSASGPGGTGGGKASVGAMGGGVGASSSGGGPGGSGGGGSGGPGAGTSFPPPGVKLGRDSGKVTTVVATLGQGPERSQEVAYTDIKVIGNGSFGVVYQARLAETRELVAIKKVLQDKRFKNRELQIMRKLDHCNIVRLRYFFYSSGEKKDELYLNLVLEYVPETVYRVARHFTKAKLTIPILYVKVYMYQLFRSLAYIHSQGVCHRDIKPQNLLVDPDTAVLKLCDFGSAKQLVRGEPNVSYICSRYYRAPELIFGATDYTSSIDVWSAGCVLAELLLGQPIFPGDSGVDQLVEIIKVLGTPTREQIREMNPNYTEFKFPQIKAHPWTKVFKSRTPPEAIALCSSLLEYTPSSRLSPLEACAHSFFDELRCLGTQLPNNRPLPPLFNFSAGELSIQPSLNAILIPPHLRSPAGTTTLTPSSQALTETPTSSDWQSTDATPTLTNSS
Dyrk1A ADPGlo: rat Dyrk1A kinase inhibitors, primary screen, biochemical, single point, plate reader | inhibition, % at 12.5 µM | AID 504441, 2011 | Dual specificity tyrosine-phosphorylation-regulated kinase 1A (Rattus norvegicus), Q63470 | actives 0.43% (n = 310,000) | ADP-Glo luminescence, NFATc1 peptide; in the data active = inhibition above about 50%;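 also: plate controls were vehicle with enzyme for no effect and no enzyme for full effect; many of its hits are not listed in these tables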
aSyn UTR inh: MLPCN primary screen, SNCA 5' untranslated region. inhibition, % (tested at 7.5 µM). alpha-synuclein 5'UTR reporter, inhibitor activity. AID 1813, 2009. actives 0.82% (n = 300,000); in the data active = inhibition above about 60%; inconclusive = no clear call, values can overlap the other calls;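 also: H4 neuroglioblastoma cells stably carrying SNCA 5'UTR luciferase fusion; 0% = DMSO wells and 100% = positive control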
Platelet DG rel: inhibitors of platelet dense granule secretion, primary screen, cell-based, MLPCN, human platelets | inhibition, %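 (compounds screened at 7.5 µM in platelet-rich plasma)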 | actives 0.22% (n = 300,000) | human platelet-rich plasma, SFLLRN dense granule ATP release, luminescence | AID 1663, 2009;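 active = mean replicate score, as percent of positive control, at or above 50; inconclusive = mean below 50 but at least one replicate at or above 50; inactive = mean and every replicate below 50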
GSK3B inh: human GSK3beta kinase inhibitors, primary screen, biochemical, cell-free homogeneous, HTS. activity score (negative = inhibition), % at 10 µM. GST-GSK3beta kinase, ADP-Glo luminescence, 60 min; active compounds read low. Glycogen synthase kinase-3 beta (Homo sapiens), P49841. actives 0.038% (n = 300,000);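 active = more than half of replicate wells score below -50%, meaning over 50% inhibition versus plate controls; inconclusive = some replicates but at most half score below -50%; inactive = no replicate scores below -50%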;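 also: 0% = median DMSO wells and -100% = median GW8510 positive control wells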
Target sequence (P49841 whole entry, looked up): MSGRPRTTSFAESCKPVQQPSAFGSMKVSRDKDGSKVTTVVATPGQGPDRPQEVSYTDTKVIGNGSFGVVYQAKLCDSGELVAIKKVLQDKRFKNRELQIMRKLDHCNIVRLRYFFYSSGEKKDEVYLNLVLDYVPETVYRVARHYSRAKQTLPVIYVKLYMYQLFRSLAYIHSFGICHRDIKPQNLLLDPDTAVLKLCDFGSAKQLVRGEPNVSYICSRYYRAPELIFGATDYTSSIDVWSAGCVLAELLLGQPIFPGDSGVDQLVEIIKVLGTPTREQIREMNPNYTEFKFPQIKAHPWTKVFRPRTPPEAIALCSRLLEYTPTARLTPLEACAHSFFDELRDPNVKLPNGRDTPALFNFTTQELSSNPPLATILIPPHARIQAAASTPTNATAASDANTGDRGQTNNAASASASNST
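Test system – GST-tagged human GSK3beta kinase, cell-free · Incubation – 60 min enzyme reaction, room temperature · Signal – ADP-Glo luminescence · Also added – peptide substrate and ATP at 25 µM · Controls – DMSO neutral wells and GW8510 at 20 µM as positive · Buffer or medium – Tris/MgCl2 kinase buffer · Measure – Luminescence-derived activity versus plate DMSO and GW8510 wells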
HSF-1 act: HSF-1 activators, primary screen, NIH3T3-HGL cells, MG132 stress, luminescence, single point; NIH3T3-HGL HSF-1 luciferase reporter, 8 h; 100% = twice DMSO control signal; activation, % at 9 µM; actives 1.7% (n = 300,000);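 active = mean replicate activation of at least 50% with a set share of replicates each reaching 50%; inconclusive = only one of those two conditions met; inactive = mean below 50% and too few replicates reaching it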;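 also: 0% = median of the neutral control wells and 100% = twice that signal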
Active calls of the source: *; u = inconclusive; x = no result given. A portion of the library; the hit share may differ from the screen's.

SMILES	HSF1 inhib	KLF5 inh	HSP90 refold inh	IEC-6 tox	GSK3A inh	Dyrk1A ADPGlo	aSyn UTR inh	Platelet DG rel	GSK3B inh	HSF-1 act
CC(C)C(=O)Nc1nc2c(c(=O)[nH]1)CCCC2	-1.5	-4.9	0.7	-5.5	-2.7	3.8	8.7	-8.4	-3.4	4.5
COC(=O)C1=C(C)NC2=C(C(=O)CCC2)C1c1ccc(-c2ccsc2C(=O)OC)o1 (stereo not drawn)	10.9	-24.2	2.7	-2.0	-1.3	6.8	14.2	6.9	-17.4	29.9
CC(=NCCCn1ccnc1)c1c(C)[nH]n(-c2ccc([N+](=O)[O-])cc2)c1=O	1.5	-106.9	0.0	4.6	-0.8	-3.2	-18.9	-0.7	1.6	3.4
O=C(Nc1ccc(F)cc1)c1cc2ccccc2o1	34.6	-144.4	1.5	1.4	-4.9	10.9	-153.3	11.4	-0.8	u
C=C(C)c1cccc(C(C)(C)NC(=O)Nc2nncs2)c1	4.4	19.2	1.5	1.5	-0.4	7.1	5.6	-2.7	2.3	7.9
CCCCNC(=O)N1CCN(Cc2ccc(F)cc2)CC1	-2.7	-16.4	-1.7	-8.2	-1.7	-0.3	-8.5	4.5	1.6	-1.0
Cc1nn(-c2ccccc2)c(C)c1/C=N/NC(=O)c1cc(C(C)(C)C)[nH]n1	-4.3	-41.7	1.4	-0.1	2.5	-5.4	-3.0	19.4	-23.2	-3.2
Cc1ccc(OCCOCCN2CCN(C)CC2)c(C(C)(C)C)c1	-3.3	-18.7	2.7	-1.6	1.8	2.3	2.8	-3.4	x	5.0
O=C(OCc1ccc([N+](=O)[O-])cc1)c1cc(S(=O)(=O)N2CCCCC2)ccc1N1CCOCC1	16.2	x	x	x	-1.6	1.9	4.5	4.8	0.1	14.1
Clc1ccc2c(c1)C1OCCC1C(c1ccco1)N2 (stereo not drawn)	28.0	-59.9	-1.4	5.9	2.3	30.4	-125.2	16.2	-1.4	46.5
COc1ccc(S(=O)(=O)NC(C)C(=O)NCc2cccnc2)cc1Cl (stereo not drawn)	-1.8	11.3	0.2	9.9	0.0	-5.1	-5.3	-8.8	5.0	-17.6
CCc1ccc(C(=O)COC(=O)CNC(=O)Cc2ccccc2)cc1	1.4	-16.3	2.5	-3.9	-0.6	16.0	3.4	-4.7	-0.2	20.1
C/[N+]([O-])=C1\Cc2ccccc2C1=O	-4.8	23.8	-1.7	4.2	-2.4	-1.9	-7.2	-0.7	1.5	3.0
CCOc1ccccc1NC(=O)CCS(=O)(=O)c1cccc2nonc12	x	6.3	3.2	7.0	-3.0	-2.1	x	x	x	x
Cc1cccc2nc(C(F)(F)F)nc(=O)n12	-5.1	-20.8	-2.8	1.9	0.0	-5.0	-11.1	0.5	0.2	-5.9
CC(C)C(C)NC(=O)CSc1nnc(-c2c[nH]c3ccccc23)o1 (stereo not drawn)	0.3	-31.8	0.0	0.7	-3.1	x	-9.6	-34.5	1.9	-13.0
COc1ccc(-c2ccc(C#N)c(SCC(=O)NCCc3ccccc3)n2)cc1OC	1.9	-18.9	1.9	2.0	1.1	-3.9	-15.5	-10.8	3.5	4.2
FC(F)(F)c1nc2ccccc2[nH]1	2.9	-25.8	-3.4	-1.0	6.7	x	-10.8	7.3	-3.2	31.7
CCOC(=O)C1=C(c2ccccc2)NC(SC)=C(C#N)C1c1cccnc1 (stereo not drawn)	15.5	-16.6	-3.8	-3.8	3.5	1.4	-3.6	0.2	4.7	46.8
c1ccc(Oc2cccc(NC3=NCCC3)c2)cc1	0.0	-5.6	1.2	-6.4	-0.2	3.7	-7.4	-3.6	-0.1	-7.6
Cn1c(SCC(N)=O)nnc1C1CCN(C(=O)NC2CCCCC2)CC1	-3.9	-28.4	-0.6	-1.5	-0.3	-2.4	3.3	-2.3	0.6	-5.3
CCCN1CNc2c(c(=O)[nH]c(=S)n2-c2ccccc2Cl)C1	x	-21.1	-3.3	-5.7	9.4	0.8	x	x	1.3	x
CCCCN1C(=O)N(C)C2C1N(C)C(=O)N2CCCC (stereo not drawn)	-8.2	-26.5	1.7	-3.0	-1.0	2.6	20.2	6.2	-3.0	-17.0
Oc1ccccc1NCC(O)Cn1ccc2ccccc21 (stereo not drawn)	-4.5	25.6	-0.7	6.1	2.7	-3.5	-112.5	-10.8	-1.1	24.2
COc1ccc(C)cc1NC(=O)C(C)N1CCOCC1 (stereo not drawn)	1.3	-31.6	-0.9	-2.8	1.1	-3.4	0.8	2.8	-0.1	2.1
Nc1nc(NC(=O)c2ccco2)nn1-c1ccccc1	5.6	-10.0	2.4	-0.4	-1.3	6.5	-65.7	0.0	1.8	6.1
CC(=O)N1CCN(c2ccc([N+](=O)[O-])c(-n3nc(C)cc3C)c2)CC1	-0.2	6.4	0.7	2.5	-2.8	-3.3	10.2	-3.5	-1.0	1.8
Cc1ccc(C)c2[nH]c(=O)c(CN(Cc3ccco3)C(=O)Nc3ccccc3)cc12	1.4	-5.6	1.5	2.5	-2.3	7.8	16.3	0.0	-2.8	-12.2
CCc1c(C)[nH]c(=S)c(C#N)c1C	-4.4	9.0	2.6	1.1	1.7	-6.1	-0.4	20.5	-0.9	2.3
Cc1csc(NC(CO)c2nc3ccccc3n2CCOCCO)n1 (stereo not drawn)	1.1	x	x	x	0.6	2.3	15.0	0.6	-2.7	-17.6
CC(C)n1c(O)c(N=NC(=O)C2COc3ccccc3O2)c2ccccc21 (stereo not drawn)	18.1	9.3	0.5	1.6	0.8	1.1	-36.8	-2.1	0.2	18.3
COc1ccccc1Nc1nc(N)nc(CSc2nccn2C)n1	x	-36.9	-1.3	5.8	-1.1	7.7	-23.5	1.3	1.3	x
CCC(C)c1ccc2oc(-c3ccc(NC(=O)c4ncn[nH]4)cc3)nc2c1 (stereo not drawn)	5.9	-33.9	7.7	2.9	-3.1	-4.0	1.0	-11.4	2.1	1.5
O=C(CCCC(=O)OCC(Cl)=C(Cl)Cl)Nc1ccccc1F	-7.8	1.6	3.6	3.6	-1.1	0.7	5.8	-1.3	-3.0	-0.5
O=C(COc1ccccc1O)NCCN1CCOCC1	-3.3	-6.9	-1.8	-1.9	-0.7	0.0	20.2	-1.1	-1.1	3.4
c1ccc(CCNc2c3c(nc4ncnn24)CCC3)cc1	1.8	-19.7	-3.4	2.3	14.5	12.4	-13.4	0.0	-13.1	-0.5
C=CCn1c(COc2cccc(C)c2)nnc1SCC(=O)NC(=O)NCc1ccco1	0.9	-33.1	0.9	-2.9	6.2	-3.9	-14.3	-9.0	-0.1	-5.8
O=C(Nc1cccnc1)c1cc2cc(Br)ccc2oc1=O	0.8	0.1	-1.2	-4.7	x	4.0	-12.8	-5.1	1.3	2.4
O=C1NC2=C(C(=O)CCC2)C(c2cccc([N+](=O)[O-])c2)N1 (stereo not drawn)	5.7	-27.1	-0.8	1.8	x	14.0	3.2	-5.5	-1.3	24.4
O=C(Nc1ccc(Cl)cc1)Nc1ccccc1Sc1ncc([N+](=O)[O-])s1	5.7	-52.2	-5.5	-3.2	6.8	x	-90.4	26.8	4.4	36.4
CSc1ccccc1C(=O)NC1CCCc2ccccc21 (stereo not drawn)	5.0	-9.6	3.5	7.4	-1.1	-3.5	9.6	-2.1	-4.7	-18.9
O=C1CCN(Cc2ccccc2)CCN1[C@H](CSc1ccccc1)c1ccccc1	6.6	-26.9	-2.2	-2.3	-1.2	7.4	-3.1	2.9	0.2	4.8
CCc1ccc2c(c1)C1(NN=C(c3cccc4ccccc34)S1)C(=O)N2 (stereo not drawn)	3.9	-16.0	2.3	0.8	3.4	11.3	76.3*	4.8	-0.2	4.3
CC(=O)N1c2ccc(Cl)cc2C2C=CCC2C1c1cccc2ccccc12 (stereo not drawn)	x	-2.8	-3.2	0.9	1.2	4.2	x	x	x	x
COC(=O)C(CO)NC(=O)C1CCCN1C(=O)CNC(=O)OCc1ccccc1 (stereo not drawn)	-9.3	-23.1	-6.7	-2.5	-2.6	-1.1	9.2	-1.2	2.6	4.1
COc1ccccc1NC(=S)N1CCCC1	-3.3	-15.3	0.0	2.3	-0.8	0.3	5.4	2.2	0.1	14.5
O=C(NCc1ccc(F)cc1)Nc1cccc([N+](=O)[O-])c1	10.5	-14.0	-0.1	5.2	-0.9	-0.7	-42.5	-1.9	0.9	3.1
CCO[C@@H]1OC(C(=O)N2CCCCCCC2)=C[C@H](c2cn(C(C)=O)c3ccccc23)[C@H]1CCCO	4.3	-20.0	-0.6	-0.3	-2.9	-0.9	-2.9	16.1	2.3	16.7
CCCOc1ccc(N2C(=O)CC(N3CCOCC3)C2=O)cc1 (stereo not drawn)	-3.8	-30.4	-5.2	-2.1	-1.2	-5.3	3.2	2.3	-0.1	-14.2
O=C(Nc1ccc(Cl)cc1)N1CCN(c2ccccc2)CC1	5.7	2.0	-0.7	-1.0	-0.5	-6.9	-44.6	x	0.7	13.6
CC(C)=N/N=C(\N)SCc1ccccc1	-2.0	-57.3	-4.2	0.5	0.2	-8.3	-15.5	2.8	2.0	-0.8
COC(=O)C1(C)NC(c2ccc(O)cc2)C2C(=O)N(c3ccc(C)cc3)C(=O)C21 (stereo not drawn)	-7.0	-27.9	2.0	-7.4	-1.2	-3.9	11.5	2.8	1.3	-0.4
Cc1cc(C(=O)NC2CCCCC2)c(C)n1-c1ccc(F)cc1	-34.9	-81.8	-0.4	2.6	-0.8	0.3	-174.2	4.2	1.4	-48.0
CCOC(=O)Cc1csc(SCC(=O)Nc2cc(C)ccc2OC)n1	3.6	-27.7	0.4	3.7	-1.0	7.1	9.2	1.9	0.9	-3.8
NCCc1nnc(SCC(=O)Nc2cccc(Cl)c2)o1	-9.8	-0.1	3.1	1.7	-7.7	9.3	11.5	-1.5	2.7	-19.0

Screening results: PubChem, several laboratories
